# Compound activity (PubChem)
# Lipid storage S3: qHTS Assay for Lipid Storage Modulators in Drosophila S3 Cells; Potency in µM for hits, for the others lipid storage change, negative = inhibition, % at the top dose, mostly 46.1 µM; 0.64% of 320,000 active; Drosophila S3 cells, BODIPY lipid droplet fluorescence, 18-24 h; cells fed with added oleic acid; AID 2685; active = well fitted inhibition curve with a large enough effect in the signal ratio, with a control signal flat, not every such curve was filed as active; inconclusive = small, poorly fitted or top-dose-only effect, or effect the other way, or a change in a side signal; the % refers to the signal ratio
#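 Drosophila S3 cells got compounds at several concentrations plus oleic acid (400 uM solution). Laser-scanning cytometry with 488 nm excitation read lipid droplets at 500-530 nm and cells at 575-640 nm. Percent activity was relative to 20 uM Triacsin C.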
# Lipid storage S3 cell count max: recorded beside Lipid storage S3, whose call it bears; cell number change, %; measured here: cell count max response;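 cells counted by Cell Tracker Red CMTPX staining in the red channel; peak over a dose series mostly up to 46.1 µM; percent activity relative to internal control wells on each plate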
# An asterisk follows results filed as active; i = inactive; u = inconclusive; x = no result given; [ ] = dose if it differs, or a comment. % is set by controls: 0 for no effect and ±100 for the full control effect; potency is the fitted concentration of half-maximal effect. Not all compounds are listed; rates above refer to the full screens.
# Values run as follows: Lipid storage S3 | Lipid storage S3 cell count max
- Cc1c(N(C)S(=O)(=O)c2cccc(C(=O)NCC3CCCO3)c2)c(=O)n(-c2ccccc2)n1C (stereo not drawn)
 : u | x
- S=C1NCN(Cc2ccccc2)CN1
 : 2.6% | -5.5
- CC(C)[C@H](NS(=O)(=O)c1ccccc1)C(=O)OCn1nnc2ccccc2c1=O
 : -13.3% | x
- Cc1nc(N2CCN(C(=O)c3ccco3)CC2)c2oc3ccccc3c2n1
 : 13.3% | -18.4
- Cc1ccn2cc(CNC(=O)c3cccs3)nc2c1
 : i | x
- O=C(CSc1nncc2ccccc12)N1CCOCC1
 : 11.8% | -7.4
- CSc1cc(C)nc(NC(C)=O)n1
 : -12.0% | -9.5
- CCOc1ccc(C(=O)NCC(=O)Nc2ccc3c(c2)OCO3)cc1OCC
 : u | x
- CCOc1ccc(-c2noc(-c3cccnc3)n2)cc1OCC
 : 9.1% | 2.3
- O=C1CN(C(=O)COC(=O)c2cnc(Cl)c(Cl)c2)c2ccccc2N1
 : u | x
- Cc1nn(C)c(C)c1CN(C)C(=O)CCCC(=O)O
 : -1.0% | 7.4
- Cc1ccc(Cn2cc(-c3ccccc3)nn2)cc1
 : u | x
- O=C1NC(=S)S/C1=C/c1ccc(N2CCOCC2)o1
 : u | x
- CCc1ccc(N(CC(=O)NCc2ccco2)C(=O)CCC(=O)Nc2nccs2)cc1
 : u | x
- O=C(CSc1nnc2ccc(-c3cccnc3)nn12)Nc1ccccc1
 : u | x
- CC1CCC(NS(=O)(=O)c2ccc(Cl)nc2)CC1 (stereo not drawn)
 : u | x
- CC(C)Cn1nc(NS(=O)(=O)c2cccc3nonc23)c2cc3ccccc3nc21
 : i | -22.1
- CC1CCC(n2c(=S)[nH]c3ccccc3c2=O)CC1 (stereo not drawn)
 : u | x
- Cc1ccc(NC(=O)CS(=O)CC(=O)N(C2CCCC2)C(C)C(=O)NC2CCCCC2)cc1 (stereo not drawn)
 : -26.3% | x
- CCC(=O)NC1(C(F)(F)F)C(=O)NC(C)=C1C#N (stereo not drawn)
 : u | x
- Cc1ccc(CO/N=C/C2=C(Cl)c3ccccc3CC2)cc1
 : u | x
- O=C(CN1CCC(NC(=O)C2CC2)CC1)Nc1cccc(F)c1
 : i | x
- CCN(CC)C(=O)c1ccc(CS(=O)(=O)Cc2ccccc2)cc1
 : -6.9% | 7.4
- C=CCNCCOCCOc1ccc(C)cc1[N+](=O)[O-]
 : u | x
- NC(=O)C[n+]1ccc(/C=N/O)cc1
 : u | x
- COc1ccc(NC(=O)CN2CCCN(S(=O)(=O)c3ccc(F)cc3)CC2)cc1
 : u | x
- Nc1nc(CN2CCN(c3ccccc3F)CC2)nc(Nc2ccc3c(c2)OCCO3)n1
 : u | x
- COc1ccc(C(=O)NCS(=O)(=O)c2ccc(C)cc2)cc1
 : -11.6% | -14.4
- CCCCn1cnc2c(c1=O)c1nc3ccccc3nc1n2Cc1ccc2c(c1)OCO2
 : 6.8% | x
- CCC1=C(OC(=O)N(CC)CC)N2C(=O)OC(=NCC3CC3)[C@]2(Cc2ccccc2)[C@H]2C1=CC[C@H]1C(=O)NC(=O)[C@H]12
 : 4.5% | 0.7
- Cc1ccnc2nc(C(=O)OCC(=O)Nc3ccc4c(c3)OC(F)(F)O4)nn12
 : -3.6% | -16.9
- Cc1ccc(-c2nc3cccnc3o2)cc1NC(=O)COc1ccc(C(C)(C)C)cc1
 : -10.4% | -1.1
- CCOc1ccc2nc(-c3cc(NC(C)=O)ccc3O)sc2c1
 : u | x
- Cn1c(CCC(=O)Nc2ccc(N3CCOCC3)cc2)nc(=O)c2ccccc21
 : u | x
- O=C(COC(=O)CNC(=O)c1cccs1)Nc1ccccc1C(F)(F)F
 : -18.3% | -25.2
- O=C(C1=C(O)C(=O)N(CCN2CCOCC2)C1c1cccc(Br)c1)c1cc2ccccc2o1 (stereo not drawn)
 : i | x
- O=C(COc1ccc2ccccc2c1)NC1CC1
 : u | x
- CCOc1ccc2cc(/C=C/C(=O)c3ccco3)c(Cl)nc2c1
 : u | x
- CNCc1sccc1C
 : -0.4% | -6.6
- Cc1cc(C)n(CC2CC(=O)N(c3ccc(F)c(Cl)c3)C2=O)n1 (stereo not drawn)
 : -7.3% | 15.1
- COc1ccc(C(=O)CCN2CCCCCC2)cc1
 : u | x
- CCOC(=O)N1CCN(CC(=O)N2c3ccccc3CCc3ccccc32)CC1
 : u | x
- CN1CCc2c(sc3nc(NCCO)n(-c4cccc(Cl)c4)c(=O)c23)C1
 : 5.5% | 8.3
- Cc1ccc(NC(=O)CCNS(=O)(=O)c2cccs2)cc1F
 : u | x
- Cc1cccc(C)c1Nc1nnc(SCC(=O)Nc2ncc(C(F)(F)F)cc2Cl)s1
 : u | x
- COc1ccc(C(=O)CSc2nnc3ccccn23)cc1OC
 : 1.1% | -6.6
- c1ccc2c(c1)CC1(CCCCC1)n1nnnc1-2
 : -4.1% | 8.6
- CN(C)C(CNC(=O)C1CCN(S(=O)(=O)c2cccc(C(F)(F)F)c2)CC1)c1ccccc1 (stereo not drawn)
 : u | x
- CN(C)S(=O)(=O)c1ccc(NC(=O)CCNC(=O)c2ccco2)cc1
 : u | x
- COc1ccc(OCCN2CCN(C(=O)c3ccc(OC)cc3)CC2)cc1
 : u | x
- Cc1ccc(S(=O)(=O)N2CCN(C(=O)CC(C)(C)C)CC2)cc1
 : 23.2%[9.22 µM] | -6.1
- CCc1nnc(NC(=O)CCC(=O)N2CCN(c3ccccn3)CC2)s1
 : -1.5% | 3.2
- O=C(NN=C1CCCCC1)c1cc(-c2ccccc2)n[nH]1
 : u | x
- CC1=C(C(=O)NC(C)c2ccc3c(c2)OCCO3)C2(CCC(C)CC2)OC1=O (stereo not drawn)
 : -11.1% | -19.4
- S=C(Nc1ccccc1Cl)Nc1ccc(Cl)cc1Cl
 : 0.5% | -12.0
- CCOC(=O)NC(=O)/C(N=Nc1cc(C)cc(C)c1)=C(\C)O
 : i | x
- Cc1ccc(N(CC(=O)NC2CCCCC2)S(=O)(=O)c2c(C)nn(C)c2C)cc1
 : i | 5.7
- CN(C)S(=O)(=O)c1ccc(NC(=O)C2CC3C=CC2C3)cc1 (stereo not drawn)
 : u | x
- Cc1noc(C)c1COc1cccc(C(=O)Nc2ccccc2N2CCOCC2)c1
 : u | x
- COc1cccc(NC(=O)CN(c2cccc(C(F)(F)F)c2)S(C)(=O)=O)c1
 : 3.5% | -25.2

# (cont.)
# Values run as follows: Lipid storage S3 | Lipid storage S3 cell count max
- CCCCCCc1cc2cc(C(=O)Nc3ccccc3)c(=O)oc2cc1O
 : 1.7% | 2.2
- O=C1C2C3CCCC3=C3CCCC3C2C(=O)N1c1ccccc1 (stereo not drawn)
 : 7.0% | -24.1
- CC(=O)N=C1SC2CS(=O)(=O)CC2N1c1ccc(-c2nc3ccc(C)cc3s2)cc1 (stereo not drawn)
 : -3.3% | -14.1
- CCCn1nnc(NC(=S)NC(=O)c2cccs2)n1
 : 12.2% | 0.3
- N#Cc1cc(-c2ccccc2)oc1NC(=O)c1ccco1
 : i | -9.7
- Cn1ccc(=NC=C(C#N)C#N)c2ccccc21
 : u | x
- CCCCCCCCCCCC(=O)NC1CCS(=O)(=O)C1 (stereo not drawn)
 : -3.9% | -1.0
- O=c1cc(-c2cccc(F)c2)[nH]c2ccccc12
 : u | x
- COc1ccc(C(C)=O)cc1COC(=O)C(CO)NS(=O)(=O)c1ccc(Br)cc1 (stereo not drawn)
 : u | x
- O=C(CN1CCOCC1)Nc1ccc2c(c1)OC(F)(F)O2
 : u | x
- O=C(c1ccco1)N1CCN(C(c2ccccc2Cl)c2nnnn2Cc2ccco2)CC1 (stereo not drawn)
 : 11.7% | -12.4
- COc1ccccc1N1C(=O)C2CCC(c3ccccc3)CC2C1=O (stereo not drawn)
 : u | x
- CCCOc1ccc(N2C(=O)CC(N3CCN(c4ccccc4OC)CC3)C2=O)cc1 (stereo not drawn)
 : u | x
- CCN(CC)C(=O)C1CCCN(Cc2ccccc2)C1 (stereo not drawn)
 : u | x
- Cc1[nH]c2ccccc2c1SCc1nnc(SCc2ccccc2)n1C
 : u | x
- O=C(c1ccc2c(c1)OCO2)N1CCN(c2ccccc2)CC1
 : u | x
- COc1ccc(S(=O)(=O)N2CCOC2CNC(=O)C(=O)NCc2ccncc2)cc1OC (stereo not drawn)
 : u | x
- CC(=O)c1cc2c(cc1NC(=O)c1ccco1)OCCO2
 : u | x
- COCCCn1c(=N)c(C(=O)NC2CCCCC2)cc2c(=O)n3ccccc3nc21
 : 5.3% | -1.5
- CCNC(=O)NC(=O)COC(=O)CNC(=O)COc1ccccc1
 : u | x
- N=C1C(c2ccccc2)=C(O)CN1c1cccc(S(=O)(=O)NCc2ccco2)c1
 : u | x
- Cc1cccnc1NC(=O)CCCNC(=O)c1ccc(Cl)cc1
 : 0.3% | x
- CC(=O)Nc1ccc(-c2nnc(SCC(=O)c3ccc4c(c3)Cc3ccccc3-4)n2C)cc1
 : u | x
- O=C(CCc1ccc(S(=O)(=O)N2CCOCC2)cc1)N1CCc2ccccc2C1
 : u | x
- CCCCN=C1CC(C)(C)CC(=O)/C1=C(/O)CCC
 : 1.5% | 16.7
- CC(=O)Nc1ccc(S(=O)(=O)NCC2(N3CCOCC3)CCCCC2)cc1
 : u | x
- CCOc1ccc(C(C)=O)cc1COC(=O)C(C)N=C1NS(=O)(=O)c2ccccc21 (stereo not drawn)
 : i | x
- CC(=O)Oc1ccc(N2C(=O)C3C4C=CC(CO)(O4)C3C2=O)cc1 (stereo not drawn)
 : u | x
- COc1ccc(S(=O)(=O)N2CCN(C(=O)c3ccc(=O)[nH]n3)CC2)cc1OC
 : u | x
- CSc1ccccc1NC(=O)c1ccccc1C
 : u | x
- CCCCn1c(N)c(N(CC)C(=O)CSc2nnnn2-c2cc(C)ccc2C)c(=O)[nH]c1=O
 : u | x
- Nc1ccc(C(=O)N2CCN(S(=O)(=O)c3ccc(Br)cc3)CC2)cc1[N+](=O)[O-]
 : u | x
- COc1ccccc1NC(=O)c1cc(C(=O)O)ccc1C(=O)O
 : u | x
- Cc1csc(SCC(=O)Nc2ncc(Cl)c(C)c2Cl)n1
 : -1.4% | -15.0
- CC(C)CNS(=O)(=O)c1ccc(OCC(=O)Nc2ccc3c(c2)OCO3)c(Cl)c1
 : u | x
- O=C(c1ccc(N2CCCCC2)c([N+](=O)[O-])c1)N1CCN(S(=O)(=O)c2ccccc2)CC1
 : 16.8% | 8.9
- Cc1ccc2oc(=O)n(Cc3ccccc3OC(C)C)c2c1
 : i | -0.1
- COc1ccc(Cl)cc1NC(=O)COc1ccc(S(=O)(=O)N2CCOCC2)cc1C
 : u | x
- O=C(c1ccc2c(c1)OCCO2)C1CCN(C(=O)c2ccc(F)c(F)c2)CC1
 : u | x
- Cc1ccc(-n2c(SCC(=O)Nc3cccc(S(=O)(=O)NC4=NCCCCC4)c3)nc3ccccc3c2=O)cc1
 : -0.2% | 3.8
- O=C(Nc1nc2c(F)cc(F)cc2s1)c1ccco1
 : u | x
- CN(C)C(=O)c1cn(N(C)c2ncc(C(F)(F)F)cc2Cl)c(=O)c2ccccc12
 : 16.3% | 2.3
- Cc1onc(-c2ccccc2Cl)c1C(=O)NC1CCS(=O)(=O)C1 (stereo not drawn)
 : 16.6% | 14.2
- CCCCCn1c(=S)[nH]c2cc(C(=O)N3CCCC3)ccc2c1=O
 : u | x
- CCOC(=O)c1ccc2[nH]c3c(c2c1)CCCC3NC=O (stereo not drawn)
 : u | x
- C=CCn1c(=O)c(C(=O)NCc2ccc3c(c2)OCO3)c(O)c2cc(OC)c(OC)cc21
 : u | x
- O=C1CC[C@H](OCc2ccccc2)CCN1[C@H](CSc1ccccc1)Cc1ccccc1
 : u | x
- O=C(CSc1ccc2nnc(-c3ccncc3)n2n1)Nc1nccs1
 : -3.0% | 9.6
- N#CC1=C(N)SC(N)=C(C#N)C1C1CC=CCC1 (stereo not drawn)
 : i | 11.0
- COC(CNC(=O)c1ccc2nc(-c3ccccc3)c(-c3ccccc3)nc2c1)OC
 : 0.2% | -6.6
- Cc1ccc(S(=O)(=O)c2c(N)n(/N=C/c3ccco3)c3nc4ccccc4nc23)cc1
 : u | x
- CCN(CC)S(=O)(=O)c1cccc(C(=O)NC2CCCCC2)c1
 : u | x
- CCc1nn(C(C)C(=O)N2CC(C)CC(C)C2)c(=O)c2cc3occc3n12 (stereo not drawn)
 : 20.0% | -10.0
- COc1cccc(OC)c1-c1nnc(-c2cn(C)c3ccccc23)o1
 : u | x
- CCCCNC(=O)c1ccccc1NC(=O)CN(c1ccccc1)S(=O)(=O)N(C)C
 : u | x
- Cc1cc2[nH]c(=O)c(=O)[nH]c2cc1S(=O)(=O)N1CCN(c2cccc(C)c2C)CC1
 : u | x
- O=C1CC2(CCN(C(=O)c3ccc(F)cc3)CC2)Oc2ccccc21
 : 7.8% | -16.5
- COc1cc(/C=N/NC(=O)CNC(=O)c2cccs2)ccc1O
 : 19.7% | 4.5
- O=c1c2cc(NC(=S)N3CCCCC3)ccc2nc2n1CCCCC2
 : u | x

# Whole records, looked up by structure. Order of values: Lipid storage S3 | Lipid storage S3 cell count max
# O=C1CC2(CCN(C(=O)c3ccc(F)cc3)CC2)Oc2ccccc21 reads 7.8% | -16.5
# COC(CNC(=O)c1ccc2nc(-c3ccccc3)c(-c3ccccc3)nc2c1)OC reads 0.2% | -6.6
# O=C(CSc1ccc2nnc(-c3ccncc3)n2n1)Nc1nccs1 reads -3.0% | 9.6
